Screening results: PubChem BioAssay, several laboratories
Dengue-2 NS5 capping: Dengue-2 NS5 methyltransferase inhibitors, primary screen, biochemical, confirmation dose response (AID 588689) | Dengue-2 NS5 methyltransferase capping enzyme assay, biochemical; higher % means a stronger effect | 340,000 compounds, 0.3% hits | inhibition, % at 25 µM, or IC50 in µM where a hit was titrated; in the data active means a potency from the dose series
HIV peptide binding: cell-free HIV fusion peptide-binding blockers – biochemical, uHTS, fluorescence dequenching, primary screen (AID 1986) | inhibition, % at 20 µM; hits with a dose series show IC50 in µM | cell-free peptide binding, fluorescence dequenching, 30 min; higher % means a stronger effect | 290,000 compounds, 0.3% hits; in the data active means inhibition mostly above about 52%, no sharp cut-off; inactive means mostly below about 76%; further: some results filed as inactive read as strong as hits
K1F lysis inhibition: protection from phage-mediated lysis, alamar blue read-out – E. coli UTI89, K1F phage, bacterial capsule biogenesis inhibitors (AID 488966); one-dose inhibition, % at 100 µM; IC50 in µM for titrated hits; E. coli UTI89 K1F phage lysis, alamar blue, 2 h; higher % means a stronger effect; 340,000 compounds, 0.02% hits;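 active means phage lysis inhibition, versus mean bacterial control, above a set limit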;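 further: capsule biogenesis inhibitors block K1F phage lysis so surviving cells raise fluorescence; higher fluorescence means more inhibition of phage lysis; actives were called in the ten point dose series up to 300 µM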
Siah-1 displacement: blockers of Siah-1 interaction with plectin peptide – biochemical, fluorescence polarization, rhodamine-plectin, uHTS, primary screen (AID 1817); one-dose displacement, % at 20 µM; IC50 in µM for titrated hits; 290,000 compounds, 0.02% hits; Siah-1 / rhodamine-plectin peptide fluorescence polarization; higher % means a stronger effect;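 active means displacement of at least 50% at 20 µM, with a fluorescence ratio check between 0.3 and a set limit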;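 further: plate controls were Siah plus tracer with DMSO for no effect and tracer alone without Siah for full effect; strong numbers were not always called active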
NTR1 ag: agonists of NTR1, primary screen, imaging, U2OS cells, beta-arrestin-GFP, high content (AID 493036) | P30989 | NTR1-U2OS beta-arrestin-GFP spot imaging, agonist mode | activation, % at 20 µM | 330,000 compounds, 0.17% hits;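 active means activation at or above 40% of the spot to cytoplasm intensity ratio, with at least 20 cells analyzed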;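 further: 0% = DMSO without peptide and 100% = 100 nM NTR1 peptide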
Target sequence (P30989 whole entry, looked up): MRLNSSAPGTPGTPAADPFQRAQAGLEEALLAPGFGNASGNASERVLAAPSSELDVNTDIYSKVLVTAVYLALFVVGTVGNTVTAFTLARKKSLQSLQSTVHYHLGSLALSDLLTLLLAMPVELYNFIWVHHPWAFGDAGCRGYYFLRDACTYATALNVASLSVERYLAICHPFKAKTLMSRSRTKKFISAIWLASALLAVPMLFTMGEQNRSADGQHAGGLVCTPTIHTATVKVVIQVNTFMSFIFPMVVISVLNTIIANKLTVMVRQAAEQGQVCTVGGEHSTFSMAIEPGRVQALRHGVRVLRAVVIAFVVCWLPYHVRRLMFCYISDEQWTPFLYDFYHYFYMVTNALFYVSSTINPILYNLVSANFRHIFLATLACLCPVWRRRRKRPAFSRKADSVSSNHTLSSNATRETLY
GPR55 beta-arrestin: selective activators of receptor GPR55 – imaging, U2OS cells, beta-arrestin-GFP redistribution, primary screen (AID 1961) | U2OS GPR55 beta-arrestin-GFP redistribution imaging; higher % means a stronger effect | activation, % at 10 µM; hits with a dose series show EC50 in µM | 290,000 compounds, 0.048% hits;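 active means activation above 40% with more than 50 cells counted in the well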;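 further: U2OS osteosarcoma cells stably expressing GPR55 and beta-arrestin-GFP; plate controls were DMSO negative control for no effect and LPI positive control for full effect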
AID2073: inhibitors of Mint1-CaV2.2 protein interaction, biochemical, HTRF (AID 2073); HTRF protein-protein interaction, Mint1-CaV2.2; higher % means a stronger effect; inhibition, % at 20 µM; hits with a dose series show IC50 in µM; 290,000 compounds, 0.19% hits; in the data active means inhibition mostly above about 51%, no sharp cut-off; further: some results filed as inactive read as strong as hits
GPR35 arrestin U2OS: GPR35 antagonists blocking zaprinast-driven arrestin recruitment, primary screen, imaging, U2OS, beta-arrestin-GFP, zaprinast agonist (AID 2058). U2OS GPR35 beta-arrestin-GFP translocation imaging, zaprinast antagonism; higher % means a stronger effect. one-dose inhibition, % at 10 µM; IC50 in µM for titrated hits. 290,000 compounds, 0.052% hits;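 active means inhibition of at least 50% with at least 30 cells and total cytoplasm GFP at most 10,000,000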
GPR55 LPI antagonism: GPR55 antagonists blocking LPI-driven arrestin recruitment, primary screen, imaging, U2OS, beta-arrestin-GFP, LPI agonist (AID 2013). U2OS GPR55 beta-arrestin-GFP translocation imaging, LPI antagonism; higher % means a stronger effect. one-dose inhibition, % at 10 µM; IC50 in µM for titrated hits. 290,000 compounds, 0.13% hits;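 active means spots per cell inhibited over 60%, with over 100 cells counted and total cytoplasm intensity under 500,000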;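 further: U2OS cells stably carrying GPR55 and arrestin-GFP stimulated by 5 µM LPI near EC80; imaged beta-arrestin-GFP aggregate spots per cell after agonist stimulation; plate controls were LPI-stimulated DMSO wells for no effect and DMSO wells without LPI for full effect; some results filed as inactive read as strong as hits; confirmed hits need IC50 under 10 µM and bright autofluorescent wells are also inconclusive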
NTR1 ag cell count 20 µM: recorded beside NTR1 ag, whose call it bears; cell count; measured here: cell count, cytotoxicity flag
Dengue-2 NS5 capping pilot replicate: recorded beside Dengue-2 NS5 capping, whose call it bears; inhibition, %; measured here: pilot screen replicate inhibition
The depositor's hits bear a star; [ ] = remark or other dose.

Results for Cn1c(SCC(=O)n2c3c(c4ccccc42)CCCC3)nnc1-c1ccccc1 ?
Dengue-2 NS5 capping: -3%; HIV peptide binding: 6.8%; K1F lysis inhibition: -0.1%; Siah-1 displacement: -1%; NTR1 ag: 6.1; GPR55 beta-arrestin: 0.3%; AID2073: -3%; GPR35 arrestin U2OS: -1%; GPR55 LPI antagonism: 19%; NTR1 ag cell count 20 µM: 81; Dengue-2 NS5 capping pilot replicate: 1.2

What do the screens show for `CCN=C1SC(CC(=O)NC(C)c2ccccc2)C(=O)N1CC` (configuration not stated)?
HIV peptide binding: -0.2%; K1F lysis inhibition: 2.6%; Siah-1 displacement: -2%; NTR1 ag: 3.3; GPR55 beta-arrestin: -0.1%; AID2073: -5%; GPR35 arrestin U2OS: 35%; GPR55 LPI antagonism: -7%; NTR1 ag cell count 20 µM: 84

How did Cc1cc(=O)[nH]c(SCC(=O)Nc2ccnc3ccccc23)n1 do in these assays?
Dengue-2 NS5 capping: -10%; HIV peptide binding: -0.3%; K1F lysis inhibition: 0.6%; Siah-1 displacement: 4%; NTR1 ag: -0.2; GPR55 beta-arrestin: 0.0%; AID2073: -2%; GPR35 arrestin U2OS: 5%; GPR55 LPI antagonism: -2%; NTR1 ag cell count 20 µM: 63

How did Cc1ccccc1N/C(SCc1ccc(Cl)cc1)=C(/C#N)C(N)=O do in these assays?
Dengue-2 NS5 capping: -4%; HIV peptide binding: -3.4%; K1F lysis inhibition: 0.6%[50 µM]; Siah-1 displacement: -4%; NTR1 ag: 3.0; GPR55 beta-arrestin: 0.1%; AID2073: 11%; GPR35 arrestin U2OS: -15%; GPR55 LPI antagonism: -12%; NTR1 ag cell count 20 µM: 59

How did O=C(CCCOc1ccc(Cl)cc1)N1CCCCCC1 do in these assays?
Dengue-2 NS5 capping: -2%; HIV peptide binding: -1.9%; K1F lysis inhibition: -0.1%; Siah-1 displacement: -8%; NTR1 ag: 0.0; GPR55 beta-arrestin: 0.2%; AID2073: -4%; GPR35 arrestin U2OS: 28%; GPR55 LPI antagonism: 3%; NTR1 ag cell count 20 µM: 93

How did Cc1cccc(-c2nnc(SCCOc3ccc4c(C)cc(=O)oc4c3)o2)c1 do in these assays?
Dengue-2 NS5 capping: 4%; HIV peptide binding: -2.7%; K1F lysis inhibition: 1.3%; Siah-1 displacement: -3%; NTR1 ag: 4.2; GPR55 beta-arrestin: 0.0%; AID2073: 11%; GPR35 arrestin U2OS: -9%; GPR55 LPI antagonism: 1%; NTR1 ag cell count 20 µM: 60

Results for CCOC(=O)N/N=C/c1ccc(N(CC)CC)cc1O ?
Dengue-2 NS5 capping: -1%; HIV peptide binding: -1.7%; K1F lysis inhibition: -3.0%; Siah-1 displacement: 2%; NTR1 ag: 0.9; GPR55 beta-arrestin: 0.8%; AID2073: 10%; GPR35 arrestin U2OS: -6%; GPR55 LPI antagonism: 13%; NTR1 ag cell count 20 µM: 46

What do the screens show for `CCC(C)(C)n1nnnc1CN1CCSCC1`?
Dengue-2 NS5 capping: -3%; HIV peptide binding: 9.1%; K1F lysis inhibition: -0.8%; Siah-1 displacement: 8%; NTR1 ag: 1.2; GPR55 beta-arrestin: -0.2%; AID2073: 0%; GPR35 arrestin U2OS: -1%; GPR55 LPI antagonism: 13%; NTR1 ag cell count 20 µM: 41

Results for COC(=O)CCCC1=CC2=C(c3ccccc3)C(=O)C(C)(OC(=O)C3CCCC3)C(=O)C2=CN1CC1CC1 (configuration not stated) ?
Dengue-2 NS5 capping: 13%; HIV peptide binding: -2.6%; K1F lysis inhibition: 0.7%; Siah-1 displacement: -7%; NTR1 ag: 0.3; GPR55 beta-arrestin: -0.1%; AID2073: 11%; GPR35 arrestin U2OS: -4%; GPR55 LPI antagonism: -4%; NTR1 ag cell count 20 µM: 92

What do the screens show for `O=C(Nc1ccc(Cl)cc1)C1CCCC1`?
Dengue-2 NS5 capping: 3%; HIV peptide binding: -0.8%; K1F lysis inhibition: 0.1%; Siah-1 displacement: -2%; NTR1 ag: 3.1; GPR55 beta-arrestin: -0.1%; AID2073: 9%; GPR35 arrestin U2OS: 1%; GPR55 LPI antagonism: 15%; NTR1 ag cell count 20 µM: 48; Dengue-2 NS5 capping pilot replicate: -2.8

Results for COc1cc(NC(=O)COC(=O)CC(NC(C)=O)c2ccccc2)cc(OC)c1 (configuration not stated) ?
Dengue-2 NS5 capping: 5%; HIV peptide binding: -0.4%; K1F lysis inhibition: -0.1%; Siah-1 displacement: 5%; NTR1 ag: 1.0; AID2073: 3%; GPR35 arrestin U2OS: 3%; GPR55 LPI antagonism: 1%; NTR1 ag cell count 20 µM: 37

What do the screens show for `CC1=CC(C)(C)N(C(=O)c2ccc(F)cc2)c2cc3c(cc21)OCO3`?
Dengue-2 NS5 capping: -6%; HIV peptide binding: -1.8%; K1F lysis inhibition: 0.7%; Siah-1 displacement: -2%; NTR1 ag: 9.0; GPR55 beta-arrestin: -0.2%; AID2073: 3%; GPR35 arrestin U2OS: -6%; GPR55 LPI antagonism: 23%; NTR1 ag cell count 20 µM: 67

What do the screens show for `CC1(C)OC2OC(COC(=O)c3ccccc3)C3OC(C)(C)OC3C2O1` (configuration not stated)?
Dengue-2 NS5 capping: -6%; HIV peptide binding: 1.1%; K1F lysis inhibition: 0.3%; Siah-1 displacement: 1%; NTR1 ag: -1.4; GPR55 beta-arrestin: -0.4%; AID2073: -9%; GPR35 arrestin U2OS: 3%; GPR55 LPI antagonism: 6%; NTR1 ag cell count 20 µM: 67

What do the screens show for `CC(=O)C1=C(O)CCC1=NCCc1ccccc1`?
Dengue-2 NS5 capping: -2%; HIV peptide binding: 0.2%; K1F lysis inhibition: 1.9%; Siah-1 displacement: 3%; NTR1 ag: 0.3; GPR55 beta-arrestin: -0.1%; AID2073: -1%; GPR35 arrestin U2OS: 18%; GPR55 LPI antagonism: 3%; NTR1 ag cell count 20 µM: 48

What do the screens show for `NNC(=O)c1cccc(COc2cccc(Br)c2)c1`?
Dengue-2 NS5 capping: -5%; HIV peptide binding: -2.1%; K1F lysis inhibition: 0.1%; Siah-1 displacement: -2%; NTR1 ag: -2.4; GPR55 beta-arrestin: 0.0%; AID2073: -4%; GPR35 arrestin U2OS: -6%; GPR55 LPI antagonism: -1%; NTR1 ag cell count 20 µM: 51

What do the screens show for `C=CCn1c(SCC(=O)Nc2cc(C)nn2-c2ccccc2)nnc1C1CCCCC1`?
Dengue-2 NS5 capping: 0%; HIV peptide binding: -3.5%; K1F lysis inhibition: -0.4%; Siah-1 displacement: 4%; NTR1 ag: 0.7; GPR55 beta-arrestin: -0.1%; AID2073: -2%; GPR35 arrestin U2OS: 11%; GPR55 LPI antagonism: 2%; NTR1 ag cell count 20 µM: 80; Dengue-2 NS5 capping pilot replicate: 2.6

How did Nc1nc(Nc2ccccc2F)sc1C(=O)c1ccccc1 do in these assays?
Dengue-2 NS5 capping: -5%; HIV peptide binding: -1.4%; K1F lysis inhibition: -0.3%; Siah-1 displacement: -6%; NTR1 ag: -1.7; GPR55 beta-arrestin: -0.1%; AID2073: 19%; GPR35 arrestin U2OS: -6%; GPR55 LPI antagonism: 24%; NTR1 ag cell count 20 µM: 84

How did Cc1cc(NC(=O)c2cccc([N+](=O)[O-])c2)no1 do in these assays?
Dengue-2 NS5 capping: -9%; HIV peptide binding: -0.6%; K1F lysis inhibition: 3.1%; Siah-1 displacement: 14%; NTR1 ag: 0.2; GPR55 beta-arrestin: -0.3%; AID2073: -11%; GPR35 arrestin U2OS: -11%; GPR55 LPI antagonism: -2%; NTR1 ag cell count 20 µM: 56

How did CCOc1cc(NC(=O)CC(C)C)c(OCC)cc1NC(=O)CCn1nnc2ccccc21 do in these assays?
Dengue-2 NS5 capping: -4%; HIV peptide binding: 4.7%; K1F lysis inhibition: 5.1%; Siah-1 displacement: 0%; NTR1 ag: -1.4; GPR55 beta-arrestin: -0.2%; AID2073: 16%; GPR35 arrestin U2OS: 12%; GPR55 LPI antagonism: -8%; NTR1 ag cell count 20 µM: 99

How did CC(=O)c1ccc(OCC(O)CNCc2ccc3c(c2)OCO3)cc1 (configuration not stated) do in these assays?
Dengue-2 NS5 capping: -5%; HIV peptide binding: 0.3%; K1F lysis inhibition: 0.7%; Siah-1 displacement: 0%; NTR1 ag: -0.1; GPR55 beta-arrestin: -0.2%; AID2073: 14%; GPR35 arrestin U2OS: -3%; GPR55 LPI antagonism: 1%; NTR1 ag cell count 20 µM: 45

Results for Cc1sc2nc(-c3cccnc3)nc(Cl)c2c1-c1ccccc1 ?
Dengue-2 NS5 capping: -2%; HIV peptide binding: 2.3%; K1F lysis inhibition: 0.1%; Siah-1 displacement: -1%; NTR1 ag: 7.4; GPR55 beta-arrestin: -0.2%; AID2073: 14%; GPR35 arrestin U2OS: -15%; GPR55 LPI antagonism: -12%; NTR1 ag cell count 20 µM: 67

Results for CC(=O)N1CCc2c(sc(NC(=O)C3CCCCC3)c2C(N)=O)C1 ?
Dengue-2 NS5 capping: -6%; HIV peptide binding: 7.0%; K1F lysis inhibition: -0.1%; Siah-1 displacement: 2%; NTR1 ag: -2.9; GPR55 beta-arrestin: -0.1%; AID2073: 0%; GPR35 arrestin U2OS: -7%; GPR55 LPI antagonism: -9%; NTR1 ag cell count 20 µM: 44

How did COc1cc(NS(=O)(=O)c2ccc(OC)c(OC)c2)cc(OC)c1 do in these assays?
Dengue-2 NS5 capping: -1%; HIV peptide binding: 3.0%; K1F lysis inhibition: 1.3%[50 µM]; Siah-1 displacement: 2%; NTR1 ag: 1.5; GPR55 beta-arrestin: -0.1%; AID2073: 26%; GPR35 arrestin U2OS: 7%; GPR55 LPI antagonism: 5%; NTR1 ag cell count 20 µM: 62

Results for CC(C)n1c(C(=O)OCC(=O)NCc2ccc3c(c2)OCO3)cc2occc21 ?
Dengue-2 NS5 capping: -6%; HIV peptide binding: 0.3%; K1F lysis inhibition: 0.1%; Siah-1 displacement: -3%; NTR1 ag: 2.2; GPR55 beta-arrestin: -0.1%; AID2073: 2%; GPR35 arrestin U2OS: -4%; GPR55 LPI antagonism: -26%; NTR1 ag cell count 20 µM: 37

How did Cc1cc(C(=O)CSc2nnc3ccccn23)c(C)n1-c1ccccc1 do in these assays?
Dengue-2 NS5 capping: 2%; HIV peptide binding: 2.9%; K1F lysis inhibition: 0.3%[50 µM]; Siah-1 displacement: -2%; NTR1 ag: 1.2; GPR55 beta-arrestin: 0.4%; AID2073: -5%; GPR35 arrestin U2OS: -6%; GPR55 LPI antagonism: 12%; NTR1 ag cell count 20 µM: 67
